Screens from PubChem.
tim23-1 inh: growth inhibitors of tim23-1 mutant yeast; S. cerevisiae tim23-1 growth, BacTiter-Glo luminescence, 24 h; inhibition, % at 20 µM; hit rate 1.3% among 330,000; AID 463212;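 active = growth inhibition of the mutant yeast at or above 50%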;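 also: temperature-sensitive mutant grown at 25 °C; plate controls were DMSO-treated mutant yeast for no effect and medium wells lacking yeast for full effect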
APJ ag: activates the human apelin receptor APJ; P35414; CHO-K1 APJ PathHunter beta-arrestin, luminescence; 0% DMSO wells, 100% apelin; activation, % at 20 µM; hit rate 0.11% among 330,000; AID 2520;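 active = activation more than six SD over the plate average, tested at 20 µM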;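 also: 0% = DMSO alone and 100% = apelin-13 at 10 nM; some results filed as inactive read as strong as hits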
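Test system – PathHunter CHO-K1 APJ (AGTRL-1) beta-arrestin reporter cells · Input – 1000 cells/well · Compound – single test compound dose, 20 µM final, 1% DMSO · Times – compound stimulation 90 min at 25 °C, detection 60 min · Technique – beta-gal luminescence · Read-out basis – APJ–arrestin association signal · Control set – negative DMSO alone, positive Apelin-13 at 10 nM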
UPR XBP1 act: activators of adaptive arm of unfolded protein response (XBP1). CHO-XBP1 luciferase reporter, IRE1-XBP1 UPR activation, luminescence; percent of tunicamycin response, DMSO as zero. activation, % at 20 µM. hit rate 0.33% among 330,000. AID 463104;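 active = versus positive control, 20 µM dose yields 30% or more activation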;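 also: 100% = tunicamycin at 10 µg/mL and 0% = DMSO only wells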
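Assay system: CHO-XBP1 luciferase reporter cells; Schedule: 6 h treatment, 37 °C; Detection: glow luminescence from Steady-Glo reagent; Benchmarks: high control tunicamycin 10 µg/mL final, low control DMSO vehicle only.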
Jurkat NFkB inh: inhibitors of the PMA/ionomycin-induced NF-kB reporter in Jurkat cells; PMA/ionomycin-induced NF-kB luciferase reporter, luminescence; inhibition, % at 4 µM; hit rate 0.53% among 330,000; AID 435003; in the data active = inhibition above about 50%
Mdm2-MdmX inh: human Mdm2/MdmX binding inhibition | hit rate 3% among 330,000 | inhibition, % at 8 µM | O15151+Q00987 | SaOS-2 split-luciferase Mdm2/MdmX complementation, luminescence | AID 485346;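 active = inhibition of at least 50% at 8 µM in the primary screen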
Target sequence (O15151 whole entry, looked up): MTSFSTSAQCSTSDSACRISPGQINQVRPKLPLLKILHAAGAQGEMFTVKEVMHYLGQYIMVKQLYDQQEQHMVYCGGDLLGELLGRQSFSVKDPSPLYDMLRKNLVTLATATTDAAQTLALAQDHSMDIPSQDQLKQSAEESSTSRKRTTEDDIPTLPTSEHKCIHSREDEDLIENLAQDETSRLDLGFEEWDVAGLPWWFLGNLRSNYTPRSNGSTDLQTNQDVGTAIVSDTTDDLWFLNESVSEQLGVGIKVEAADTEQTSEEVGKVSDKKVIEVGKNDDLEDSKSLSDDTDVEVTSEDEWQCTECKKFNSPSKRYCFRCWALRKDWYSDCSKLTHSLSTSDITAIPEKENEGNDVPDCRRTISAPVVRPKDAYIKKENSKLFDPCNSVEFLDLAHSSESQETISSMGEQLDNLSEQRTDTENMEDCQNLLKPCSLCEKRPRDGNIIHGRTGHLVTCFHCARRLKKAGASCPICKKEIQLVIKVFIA
Target sequence (Q00987 whole entry, looked up): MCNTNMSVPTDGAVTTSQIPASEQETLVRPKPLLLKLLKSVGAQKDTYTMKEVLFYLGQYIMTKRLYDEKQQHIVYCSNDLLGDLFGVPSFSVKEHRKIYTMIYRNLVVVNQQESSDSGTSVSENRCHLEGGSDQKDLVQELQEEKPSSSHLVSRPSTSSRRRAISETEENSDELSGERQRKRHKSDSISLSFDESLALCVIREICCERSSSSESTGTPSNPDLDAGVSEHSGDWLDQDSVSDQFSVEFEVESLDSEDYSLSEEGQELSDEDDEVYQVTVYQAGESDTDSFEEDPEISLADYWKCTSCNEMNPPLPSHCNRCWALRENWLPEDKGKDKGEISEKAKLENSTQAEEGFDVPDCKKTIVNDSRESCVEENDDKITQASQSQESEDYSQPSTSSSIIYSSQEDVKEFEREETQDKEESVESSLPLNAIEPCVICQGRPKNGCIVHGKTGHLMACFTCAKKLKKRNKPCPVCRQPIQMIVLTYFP
UPR CHOP act: apoptotic UPR (CHOP) activation; activation, % at 10 µM; hit rate 0.34% among 330,000; CHO-CHOP luciferase reporter, luminescence; percent of tunicamycin response over DMSO baseline;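 active = at 10 µM dose, activation of 40% or more, normalized to positive control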;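 also: 100% = tunicamycin at 10 µg/mL and 0% = DMSO alone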
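System: CHO CHOP reporter cells. Amount: 500 cells per well. Buffer or medium: F12 medium, 10% FBS. Compound dosing: one dose, 10 µM in 0.5% DMSO. Incubation: 6 h compound exposure at 37 °C after overnight seeding. Technique: Steady-Glo luciferase luminescence. Benchmarks: tunicamycin and DMSO controls.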
APJ antag: APJ receptor antagonism. CHO-K1 APJ beta-arrestin complementation, luminescence. inhibition, % at 20 µM. hit rate 0.32% among 330,000;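 active = inhibition above about 40% at 20 µM, limit read from the data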;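 also: cells challenged with 10 nM apelin-13 agonist together with compound; plate controls were apelin-13 plus DMSO wells for no effect and DMSO wells lacking apelin-13 for full effect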
697 NFkB inh: lowers PMA/ionomycin-induced NF-kB signal in 697 B cells; 697 B-cell NF-kB luciferase reporter, 16 h; inhibition, % at 4 µM; hit rate 0.33% among 330,000; AID 435022; in the data active = inhibition above about 35%
Numbers without * were called inactive.

SMILES | tim23-1 inh | APJ ag | UPR XBP1 act | Jurkat NFkB inh | Mdm2-MdmX inh | UPR CHOP act | APJ antag | 697 NFkB inh
Cc1cccc(NC(=O)c2nc[nH]c2C(=O)N[C@@H](C)C(=O)OCc2ccccc2)c1 | 21 | -3 | -5 | -6 | -2 | -0.3 | 7 | 2
Cc1ccccc1NC(=O)C(NC1CCCCC1)C(C)C (configuration not stated) | 5 | -3 | -2 | -5 | -13 | 1.1 | 17 | -7
COc1ccc(-c2cn3c(C)c(C(=O)N4CCN(c5ccc(F)cc5)CC4)sc3n2)cc1 | 8 | -1 | 0 | 13 | 10 | 2.2 | 1 | -25
COc1ccc(OC)c(NC(=S)N2CCc3ccccc3C2)c1 | 15 | -5 | 3 | -7 | -4 | 1.1 | 16 | 1
COC(=O)C1(C)NC(c2ccc(F)cc2)C2C(=O)N(c3ccc(C)cc3)C(=O)C21 (configuration not stated) | 5 | -4 | -4 | -2 | 7 | 1.3 | 10 | -18
O=C(CCN1N=C(c2ccccc2)CCC1=O)NCC1CCCO1 (configuration not stated) | -10 | -4 | -4 | 3 | 4 | 0.0 | 26 | 0
CC(=O)c1ccc(S(=O)(=O)N(C)CC(=O)Nc2cc(C)on2)cc1 | 12 | 4 | 0 | 20 | 6 | 4.7 | -6 | -2
Cc1cc(C)n2ncc(S(=O)(=O)c3ccccc3)c2n1 | 7 | -1 | 1 | -7 | -22 | 2.7 | 6 | 16
COc1ccc(C(=O)OCCN2CCCCC2)cc1 | 13 | -1 | 0 | -13 | 8 | 1.7 | -4 | 3
COc1ccc(S(=O)(=O)O/N=C2\CCSc3ccc(C)cc32)cc1 | 33 | 7 | -1 | 0 | 3 | -0.3 | -17 | 3
Cc1cccc(NC(=O)c2cnc3sccn3c2=O)c1C | 3 | -2 | -1 | -124 | -146 | -0.8 | -104 | -131
O=C(c1ccc(Cl)cc1)N1CCC(c2nc(-c3cccs3)no2)CC1 | 16 | -5 | -1 | -16 | -13 | -1.6 | 1 | -7
C=CCCOc1ccccc1C(N)=O | 2 | -1 | -2 | 7 | 29 | -0.1 | 12 | 8
COc1ccc(S(=O)(=O)CCC(=O)N2CCN(c3ccc(F)cc3)CC2)cc1 | 7 | 5 | -3 | 11 | 13 | -1.0 | 2 | 4
O=C(Nc1ccc(Cl)c(S(=O)(=O)N2CCCCC2)c1)C1=COCCO1 | 12 | -7 | -2 | 1 | -2 | -0.2 | 8 | -8
CN=C1SC(CC(=O)Nc2ccc(N3CCOCC3)cc2)C(=O)N1C (configuration not stated) | 10 | 0 | 1 | -13 | 8 | -2.2 | 18 | 18
CC(C)c1ccccc1 | 6 | 1 | 1 | -2 | 16 | 1.0 | -1 | -2
O=c1[nH]c(CSc2ccccc2)nc2c1oc1ccccc12 | 21 | -2 | 0 | -3 | 6 | 0.3 | 2 | 9
O=C(COC(=O)/C=C/c1cccc(C(F)(F)F)c1)NC(=O)NCc1ccco1 | 7 | -3 | -3 | -8 | 14 | 1.2 | 6 | -4
O=C(CSc1nnc(-c2ccccn2)n1Cc1ccco1)c1ccccc1 | 22 | -2 | 1 | 0 | 22 | -1.6 | -15 | -5

Part of the list above, showing only APJ antag, tim23-1 inh and UPR XBP1 act:
Molecule	APJ antag	tim23-1 inh	UPR XBP1 act
Cc1cc(C)n2ncc(S(=O)(=O)c3ccccc3)c2n1	6	7	1
CN=C1SC(CC(=O)Nc2ccc(N3CCOCC3)cc2)C(=O)N1C (configuration not stated)	18	10	1
O=C(CSc1nnc(-c2ccccn2)n1Cc1ccco1)c1ccccc1	-15	22	1
COc1ccc(-c2cn3c(C)c(C(=O)N4CCN(c5ccc(F)cc5)CC4)sc3n2)cc1	1	8	0
COC(=O)C1(C)NC(c2ccc(F)cc2)C2C(=O)N(c3ccc(C)cc3)C(=O)C21 (configuration not stated)	10	5	-4

Reformatted: 4 of the compounds above
O=C(c1ccc(Cl)cc1)N1CCC(c2nc(-c3cccs3)no2)CC1
  tim23-1 inh: 16; APJ ag: -5; UPR XBP1 act: -1; Jurkat NFkB inh: -16; Mdm2-MdmX inh: -13; UPR CHOP act: -1.6; APJ antag: 1; 697 NFkB inh: -7
C=CCCOc1ccccc1C(N)=O
  tim23-1 inh: 2; APJ ag: -1; UPR XBP1 act: -2; Jurkat NFkB inh: 7; Mdm2-MdmX inh: 29; UPR CHOP act: -0.1; APJ antag: 12; 697 NFkB inh: 8
COc1ccc(S(=O)(=O)CCC(=O)N2CCN(c3ccc(F)cc3)CC2)cc1
  tim23-1 inh: 7; APJ ag: 5; UPR XBP1 act: -3; Jurkat NFkB inh: 11; Mdm2-MdmX inh: 13; UPR CHOP act: -1.0; APJ antag: 2; 697 NFkB inh: 4
O=C(Nc1ccc(Cl)c(S(=O)(=O)N2CCCCC2)c1)C1=COCCO1
  tim23-1 inh: 12; APJ ag: -7; UPR XBP1 act: -2; Jurkat NFkB inh: 1; Mdm2-MdmX inh: -2; UPR CHOP act: -0.2; APJ antag: 8; 697 NFkB inh: -8

(continued)
SMILES | tim23-1 inh | APJ ag | UPR XBP1 act | Jurkat NFkB inh | Mdm2-MdmX inh | UPR CHOP act | APJ antag | 697 NFkB inh
O=C(Nc1nnc(COc2ccccc2)s1)c1ccco1 | 19 | 3 | -2 | -9 | 13 | -1.1 | 10 | -6
Cc1ccc(NCC(=O)N/N=C/c2cccc(Oc3ccccc3)c2)cc1 | 7 | -1 | -3 | -3 | 4 | 2.4 | 6 | 0
COC(=O)c1ccccc1N1CCS(=O)(=O)CC1 | 6 | -2 | -2 | 7 | 5 | 1.3 | 6 | 11
Cc1ccc(C(=O)Nc2c(C)n(C)n(-c3ccccc3)c2=O)cc1S(=O)(=O)N1CCCCC1 | -2 | -1 | 0 | 1 | 20 | 1.1 | 3 | 4
CN(C(=O)CC1C(=O)NCCN1Cc1ccccc1C(F)(F)F)C1CCOCC1 (configuration not stated) | -9 | -1 | 0 | -5 | -11 | -0.9 | -32 | -3
CCN(CC(=O)Nc1ccc2c(c1)OCCO2)CC(=O)Nc1ccccc1C(F)(F)F | 15 | -2 | -1 | -5 | 16 | 0.1 | 1 | -3
COc1cccc2cc(C(=O)OCC(=O)NCc3ccc4c(c3)OCO4)c(=O)oc12 | 4 | -3 | 0 | -17 | -27 | 5.8 | 14 | -4
CC(C)(C)C(=O)Nc1nc(-c2ccccc2)ns1 | 33 | -1 | 2 | -104 | -97 | 2.5 | -12 | -228
O=C(COC(=O)c1ccc(Cl)nc1)Nc1nnc(-c2ccccc2)o1 | -9 | -2 | -2 | -7 | 13 | -1.3 | -20 | -1
COc1ccc(C(=O)NCc2nc3ccccc3[nH]2)cc1OC | -7 | 2 | 0 | -1 | 9 | -1.6 | 3 | -1
O=C(NNS(=O)(=O)c1ccc([N+](=O)[O-])cc1)c1cnn(-c2ccccc2)c1-n1cccc1 | 14 | -1 | -2 | 1 | 6 | -0.2 | -5 | -12
Cc1ccc(SC(C)C(=O)Nc2ccccc2-c2ccccc2)cc1 (configuration not stated) | 28 | 0 | 1 | 18 | 16 | 0.0 | -15 | -17
COc1ccc2nc(N(CCN(C)C)C(=O)/C=C/c3cccs3)sc2c1 | 8 | -4 | -3 | 26 | 53* | -0.2 | 8 | 11
CCOc1ccc(OCCCN(C)C)cc1 | 8 | -1 | 2 | 2 | -2 | 1.0 | -6 | 25
COc1ccc(N(CC(=O)NC(C)c2ccccc2)S(=O)(=O)c2ccc(C)cc2)cc1 (configuration not stated) | 27 | 0 | -3 | 10 | -3 | -0.7 | 5 | 10
CC(C)NS(=O)(=O)c1ccc(OCC(=O)Nc2ccc3c(c2)OCO3)c(Cl)c1 | 13 | -4 | 0 | -5 | 3 | -0.5 | -9 | 6
Cc1c(Nc2nc(-c3cccc([N+](=O)[O-])c3)cs2)c(=O)n(-c2ccccc2)n1C | 17 | -2 | -2 | -10 | 22 | 0.3 | 17 | 24
O=C(NN1C(=O)c2ccccc2NC1c1ccoc1)c1ccccc1 (configuration not stated) | 14 | -3 | 0 | -11 | 4 | -0.1 | -3 | 8
CC(C)Sc1nnc([C@H](C)NC(=O)OC(C)(C)C)o1 | 5 | -2 | -3 | 17 | 19 | -1.5 | 7 | 6
CC1=NOC(=O)/C1=C\c1ccc2c(c1)OCO2 | 21 | 3 | 1 | 7 | 17 | -0.3 | -9 | 5

Brought forward from above: 3 compounds, then new ones.
SMILES | tim23-1 inh | APJ ag | UPR XBP1 act | Jurkat NFkB inh | Mdm2-MdmX inh | UPR CHOP act | APJ antag | 697 NFkB inh
O=C(NN1C(=O)c2ccccc2NC1c1ccoc1)c1ccccc1 (configuration not stated) | 14 | -3 | 0 | -11 | 4 | -0.1 | -3 | 8
CC(C)Sc1nnc([C@H](C)NC(=O)OC(C)(C)C)o1 | 5 | -2 | -3 | 17 | 19 | -1.5 | 7 | 6
CC1=NOC(=O)/C1=C\c1ccc2c(c1)OCO2 | 21 | 3 | 1 | 7 | 17 | -0.3 | -9 | 5
CC(=O)C1=C(O)C(=O)N(CCC(=O)O)C1c1ccc(Cl)cc1Cl (configuration not stated) | 15 | 0 | 1 | 12 | -11 | 0.5 | 19 | -7
COc1ccc(-c2ccc3oc(-c4ccsc4)cc(=O)c3c2)cc1F | -1 | -2 | 3 | -12 | -38 | 1.9 | -11 | 2
COc1ccc(OCCCC(=O)Nc2cc(Cl)ccc2-n2cncn2)cc1 | -1 | 4 | -5 | -11 | -2 | -2.0 | -37 | -13
O=C(CS(=O)(=O)c1ccccc1)Nc1ccccn1 | -7 | -4 | 3 | 3 | 23 | -2.0 | 15 | 3
COc1cc(Cl)c(C)cc1NC(=O)CN(C)Cc1cccc(OC)c1OC | 32 | -2 | 4 | -6 | 26 | -1.5 | 10 | -3
O=C(NCC(=O)N1CCN(S(=O)(=O)c2ccc3c(c2)OCCO3)CC1)c1ccccc1Cl | -1 | -1 | -2 | 6 | -8 | 0.9 | -4 | 29
CC(=O)Nc1ccc(NC2=C(Cl)C(=O)c3ccccc3C2=O)cc1 | 29 | 4 | -1 | -18 | 100* | 45* | 21 | -18
Cc1ccc(-n2c(-c3ccc(Cl)cc3)n[nH]c2=S)c(C)c1 | 55* | 2 | -5 | -11 | 4 | 0.4 | -25 | -55
COC(=O)c1ccc(NC(=O)COc2ccc(S(=O)(=O)N3CCCCC3)cc2)cc1 | -10 | -3 | -1 | 9 | -7 | -2.2 | 9 | 21
Cc1cc(-c2ccc(S(=O)(=O)N(C)Cc3ccccc3)cc2)on1 | 3 | 2 | -3 | 3 | 9 | -0.1 | 14 | -4
O=C1CS/C(=N/N=C/c2ccccc2OS(=O)(=O)c2ccccc2)N1 | 17 | -2 | -2 | 0 | -19 | 1.7 | -15 | 9
COc1ccc2occ(C(=O)c3cccs3)c2c1 | 28 | -6 | 3 | -81 | -33 | 1.7 | -9 | -110
COc1ccccc1CNCc1ccc(OC)c2ccccc12 | 10 | 1 | -6 | -22 | 12 | -1.6 | 1 | -42
Cc1ccccc1C(=O)NNC(=O)C1CC(=O)N(Cc2ccccc2)C1 (configuration not stated) | -10 | -6 | -1 | -4 | 12 | -0.2 | 9 | 21
COC(=O)[C@]1(CC(C)C)N[C@H](c2ccc(-c3ccc(C(C)=O)cc3)cc2)[C@@H]2C(=O)N(C)C(=O)[C@@H]21 | -7 | -1 | 2 | -10 | 14 | -2.8 | 15 | 20
CCCCn1nc(C(=O)Nc2ccc3c(c2)OCO3)c2ccccc2c1=O | 41 | -3 | 4 | 0 | 47 | 3.7 | 19 | -5
